Compound activity from PubChem BioAssay.
PfHsp40 rescue = compounds rescuing yeast from Plasmodium falciparum HSP40 toxicity | actives 0.68% (n = 340,000) | growth rescue, % at 12.5 µM | S. cerevisiae expressing PfHsp40, growth rescue, ATP luminescence | AID 504582; in the data active means growth rescue above about 28%, passing the limit was not always enough; inconclusive means no clear call, values can overlap the other calls;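 further: yeast W303a lacking pdr1 and pdr3 grown in galactose medium; growth measured after three days at 30 °C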
Y pestis TopoI = inhibitors of Yersinia pestis topoisomerase I | Y. pestis Topo-I cleavage product accumulation, plate reader | activity, % at 10 µM | actives 0.064% (n = 360,000); in the data active means activity above about 50%, passing the limit was not always enough; inconclusive means no clear call, values can overlap the other calls; further: inactives centre near 2
TcdB inh = blocks C. difficile toxin B glycohydrolase activity. TcdB glycohydrolase enzymatic assay, plate reader. P18177. inhibition, % at 9.99 µM. AID 652162. actives 0.24% (n = 350,000); in the data active means inhibition above about 10%
BH1578 lux ind = induces V. cholerae light production without autoinducers; V. cholerae BH1578 lux reporter, luminescence, 6 h; activation, % at 18.7 µM; actives 0.16% (n = 350,000); AID 588436; in the data active means activation mostly above about 9.7%, no sharp cut-off; inconclusive means no clear call, values can overlap the other calls; inactive means mostly below about 3.7%; further: not every result past the cut was called active; inactives centre near 0; reference of the scale not given here
Anthrax LF prot = blocks Bacillus anthracis lethal factor protease. P15917. multiplex microsphere protease cleavage assay, LF. inhibition, % at 10 µM. actives 0.12% (n = 360,000). AID 588501; further: plate controls were buffer without enzyme for full effect and enzyme alone for no effect
Target sequence (P15917 whole entry, looked up): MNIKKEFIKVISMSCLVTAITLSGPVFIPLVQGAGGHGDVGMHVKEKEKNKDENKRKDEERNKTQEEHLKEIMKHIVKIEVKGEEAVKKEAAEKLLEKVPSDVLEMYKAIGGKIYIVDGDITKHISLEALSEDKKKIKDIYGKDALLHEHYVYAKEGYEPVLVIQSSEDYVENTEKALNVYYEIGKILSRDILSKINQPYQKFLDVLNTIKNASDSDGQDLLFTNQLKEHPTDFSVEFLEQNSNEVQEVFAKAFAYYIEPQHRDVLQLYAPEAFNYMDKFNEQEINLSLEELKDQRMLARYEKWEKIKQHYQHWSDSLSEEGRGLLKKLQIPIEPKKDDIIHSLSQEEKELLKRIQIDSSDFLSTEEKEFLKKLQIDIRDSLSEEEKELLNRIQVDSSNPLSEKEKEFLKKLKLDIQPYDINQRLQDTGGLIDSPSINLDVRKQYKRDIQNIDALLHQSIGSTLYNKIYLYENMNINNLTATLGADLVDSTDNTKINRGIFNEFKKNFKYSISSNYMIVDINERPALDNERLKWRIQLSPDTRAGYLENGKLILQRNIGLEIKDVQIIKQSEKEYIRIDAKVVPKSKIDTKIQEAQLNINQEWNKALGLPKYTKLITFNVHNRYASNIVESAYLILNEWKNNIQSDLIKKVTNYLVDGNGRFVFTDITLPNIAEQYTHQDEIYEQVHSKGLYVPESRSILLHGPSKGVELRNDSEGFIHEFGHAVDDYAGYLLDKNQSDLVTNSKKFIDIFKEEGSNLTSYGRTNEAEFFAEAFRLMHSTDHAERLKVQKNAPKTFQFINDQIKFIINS
3CLpro inhibitor = SARS-CoV 3CLpro protease inhibition | AID 1706 | P0C6X7 | inhibition, % at 6 µM | recombinant SARS-CoV 3CLpro, quenched FRET peptide cleavage | actives 0.14% (n = 290,000); in the data active means inhibition above about 12%
PrPC surface inh = inhibitors of human cell surface prion protein PrPC; P04156; TR-FRET read-out; inhibition, % at 13.8 µM; actives 0.43% (n = 370,000); in the data active means inhibition above about 24%; further: 0% = median of the test wells and 100% = reference compound wells
BoNT-A LC inh2 = inhibitors of Botulinum neurotoxin A light chain protease | inhibition, % at 10 µM | actives 0.17% (n = 360,000) | multiplex microsphere protease substrate cleavage, flow cytometry; further: plate controls were buffer without enzyme for full effect and enzyme alone for no effect
PriA SSB inh = K. pneumoniae PriA-SSBct interaction inhibition; AlphaScreen SSBct-PriA binding, biotinylated peptide; actives 0.6% (n = 430,000); inhibition, % at 33 µM; AID 1272365; in the data active means inhibition mostly above about 37%, no sharp cut-off; inactive means mostly below about 20%;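 further: plate controls were negative control peptide for no effect and reference peptide for full effect; strong numbers were not always called active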
The depositor's hits bear a star; i = inactive; ? = inconclusive; / = not tested or not shown; & = joins results of further samples. Unless noted, no stated cut-off is given here; in the data, active means inhibition above about 30%; inconclusive means no clear call, values can overlap the other calls; inactive means below that.

Start of the listing, in advance:
Key to letters – A = PfHsp40 rescue; B = Y pestis TopoI; C = TcdB inh; D = BH1578 lux ind; E = Anthrax LF prot; F = 3CLpro inhibitor; G = PrPC surface inh; H = BoNT-A LC inh2; I = PriA SSB inh
Structure: COc1ccc(Cn2nnnc2C(c2cccs2)N2CCCCCC2)cc1 (stereo unspecified)
  A: 1.1	B: 1	C: /	D: i	E: -4	F: 0	G: 5	H: -0.1	I: -13

Structure: COc1cc(C(=O)Nc2ccccc2C(=O)Nc2ccccn2)cc(OC)c1OC
  A: 0.9	B: -3	C: 1.1	D: -0.6	E: -5	F: 6	G: 10	H: -3.2	I: -3

Structure: Cn1cc(/C=N/NC(=O)c2cccc([N+](=O)[O-])c2)c2ccccc21
  A: -1.1	B: -16	C: /	D: -3.0	E: -3	F: -2	G: -6	H: -1.4	I: /

Structure: CC(=O)Nc1ccccc1NC(=O)C/C(C)=N/NC(=O)C(=O)Nc1cccc(Cl)c1C
  A: -0.7	B: -8	C: -1.1	D: i	E: -3	F: 5	G: -3	H: -0.9	I: /

Structure: Cn1cccc1/C=C1\SC(=S)N(NC(=O)c2ccc(F)cc2)C1=O
  A: 0.0	B: -5	C: 0.1	D: -0.3	E: -1	F: -1	G: -4	H: 1.0	I: 12

Structure: O=C(NCc1ccc2c(c1)OCO2)c1ccc(CS(=O)(=O)c2cccc(C(F)(F)F)c2)o1
  A: -0.3	B: 2	C: /	D: -0.4	E: -8	F: 2	G: 3	H: -0.3	I: -6

Main list, from the first entry:
Key to letters – A = PfHsp40 rescue; B = Y pestis TopoI; C = TcdB inh; D = BH1578 lux ind; E = Anthrax LF prot; F = 3CLpro inhibitor; G = PrPC surface inh; H = BoNT-A LC inh2; I = PriA SSB inh
Structure: COc1ccc(Cn2nnnc2C(c2cccs2)N2CCCCCC2)cc1 (stereo unspecified)
  A: 1.1	B: 1	C: /	D: i	E: -4	F: 0	G: 5	H: -0.1	I: -13

Structure: COc1cc(C(=O)Nc2ccccc2C(=O)Nc2ccccn2)cc(OC)c1OC
  A: 0.9	B: -3	C: 1.1	D: -0.6	E: -5	F: 6	G: 10	H: -3.2	I: -3

Structure: Cn1cc(/C=N/NC(=O)c2cccc([N+](=O)[O-])c2)c2ccccc21
  A: -1.1	B: -16	C: /	D: -3.0	E: -3	F: -2	G: -6	H: -1.4	I: /

Structure: CC(=O)Nc1ccccc1NC(=O)C/C(C)=N/NC(=O)C(=O)Nc1cccc(Cl)c1C
  A: -0.7	B: -8	C: -1.1	D: i	E: -3	F: 5	G: -3	H: -0.9	I: /

Structure: Cn1cccc1/C=C1\SC(=S)N(NC(=O)c2ccc(F)cc2)C1=O
  A: 0.0	B: -5	C: 0.1	D: -0.3	E: -1	F: -1	G: -4	H: 1.0	I: 12

Structure: O=C(NCc1ccc2c(c1)OCO2)c1ccc(CS(=O)(=O)c2cccc(C(F)(F)F)c2)o1
  A: -0.3	B: 2	C: /	D: -0.4	E: -8	F: 2	G: 3	H: -0.3	I: -6

Structure: COc1ccc(C(=O)N2CCC2(C)C(=O)NC(C)C)cc1 (stereo unspecified)
  A: /	B: 11	C: 0.6	D: i	E: -3	F: /	G: 6	H: 0.2	I: /

Structure: COc1ccc(/C=C(/NC(=O)c2ccco2)C(=O)N2CCOCC2)cc1
  A: 0.8	B: 0	C: 0.7	D: -0.4	E: 1	F: -3	G: 2	H: -1.1	I: -6

Structure: COc1ccc(OCC(=O)Nc2c(Cl)ccc3nsnc23)cc1
  A: 0.5	B: 4	C: 0.9	D: i	E: -3	F: 1	G: -11	H: -0.4	I: -9

Structure: CCOc1ccc(NC(=O)CN(C)C(=O)c2ccc(OCc3ccccc3)c(OC)c2)cc1OCC
  A: -0.3	B: 6	C: 0.5	D: i	E: 0	F: /	G: 8	H: 0.9	I: 42*

Structure: COc1ccc(C(=O)N/N=C/c2c(CO)cnc(C)c2O)cc1
  A: 2.7	B: -1	C: -21	D: 0.6	E: -2	F: -3	G: 8	H: -0.8	I: /

Structure: CC(=O)N1CCc2[nH]c3ccc(C)cc3c2C1
  A: 0.7	B: 1	C: 0.0	D: i	E: 4	F: -2	G: -6	H: -1.2	I: 6

Structure: COc1ccc(O)c(/C=N/N2CCOCC2)c1
  A: 0.7	B: 2	C: -1.0	D: i	E: -7	F: 0	G: 0	H: 1.1	I: /

Structure: O=[N+]([O-])c1ccc(S(=O)(=O)N/N=C/c2ccsc2)cc1
  A: 0.3	B: 5	C: 0.4	D: 5.0	E: 2	F: -4	G: -3	H: -2.5	I: /

Structure: Cc1cccc(NC(=O)c2ccc(NCCO)c([N+](=O)[O-])c2)n1
  A: -0.4	B: 4	C: 1.1	D: i	E: 6	F: -6	G: -37	H: 0.2	I: -5

Structure: O=c1[nH]c(C2CCN(S(=O)(=O)c3ccc4c(c3)OCCO4)CC2)nc2c1nnn2Cc1ccccc1
  A: -0.6	B: -7	C: 0.0	D: -0.1	E: 1	F: 3	G: -1	H: -0.2	I: -1

Structure: CNC[C@H]1OCc2ccccc2-c2ccccc2C(=O)N([C@H](C)CO)C[C@H]1C
  A: /	B: -5	C: -1.6&-1.2	D: i	E: 2	F: /	G: 3	H: -0.4	I: /

Structure: O=C(Nc1ccccc1)N1CCN(c2ccccn2)CC1
  A: -0.1	B: 2	C: /	D: -0.3	E: 3	F: 6	G: -4	H: -0.7	I: -3

Structure: O=C(NCCN1CCOCC1)C(=O)NCC1OCCN1S(=O)(=O)c1ccc(F)cc1 (stereo unspecified)
  A: -0.5	B: 2	C: 0.7	D: -0.2	E: -1	F: -1	G: -8	H: 0.7	I: -4

Structure: COc1ccc(CCNS(=O)(=O)c2cn(C)c(=O)n(C)c2=O)cc1
  A: -1.0	B: 1	C: 3.7	D: -0.2	E: -8	F: 1	G: -5	H: 0.2	I: 0

Structure: Cc1ccc(CN2CCN(c3ncccn3)CC2)o1
  A: -1.6	B: 0	C: 0.2	D: -0.6	E: -2	F: -1	G: -4	H: 0.0	I: -4

Structure: COc1ccc(-c2nc(SCc3ccccc3)n(C(=O)c3ccco3)n2)cc1
  A: 0.2	B: -8	C: /	D: -0.4	E: -12	F: 1	G: -3	H: -4.0	I: -21

Structure: O=C(O)C1(c2ccccc2)CCN(S(=O)(=O)c2cccs2)CC1
  A: 0.2	B: 5	C: 0.5	D: -0.3	E: 2	F: 3	G: -2	H: -0.4	I: -9

Structure: CC12CCC(C(=O)N/N=C/c3ccc(O)cc3O)(OC1=O)C2(C)C (stereo unspecified)
  A: -0.4	B: -5	C: 1.0	D: -3.7	E: -5	F: -3	G: 17	H: -1.9	I: /

Structure: Cc1ccc2cc(C)c(SCC(=O)Nc3cc(C)on3)nc2c1
  A: 1.3	B: 4	C: -1.1	D: -0.6	E: -1	F: 4	G: 8	H: 2.2	I: 0

Structure: Cc1cc(C)nc(NC(=O)NS(=O)(=O)N2CCCCCC2)n1
  A: -0.4	B: -1	C: /	D: i	E: -1	F: 0	G: 0	H: 0.1	I: 6

Structure: c1ccc(C2(Cn3ccc4ccccc43)OCCO2)cc1
  A: 1.8	B: -5	C: /	D: -0.2	E: -3	F: -7	G: 10	H: 35*	I: -15

Structure: CC(C)NC[C@@H](O)COc1ccc(CC(N)=O)cc1
  A: ?	B: 0	C: -2.1	D: i	E: 0	F: /	G: 11	H: -0.2	I: -13

Structure: Cc1cc(C)c(C(=O)Nc2ccc3c(c2)OCCO3)c(C)c1
  A: /	B: 1	C: -5.0	D: 0.4	E: -6	F: /	G: 2	H: -0.7	I: /

Structure: COc1ccc(C(=O)CCN2CCC(C)CC2)cc1
  A: -0.9	B: 9	C: 0.8	D: i	E: -2	F: -5	G: 7	H: -0.7	I: -18

The list goes on.
mol	PfHsp40 rescue	Y pestis TopoI	TcdB inh	BH1578 lux ind	Anthrax LF prot	3CLpro inhibitor	PrPC surface inh	BoNT-A LC inh2	PriA SSB inh
COc1ccc2ccc(O)c(CN3CC=C(c4ccccc4)CC3)c2c1	0.1	-6	1.0	-0.1	-4	2	-8	-0.4	5
O=C(NCC(=O)N1CCN(c2ccccc2F)CC1)c1cccs1	-0.4	3	0.6	0.6	-3	-3	2	4.8	-5
O=C(O)Cn1c(=O)c2c(c3ccccc31)CCC2	0.1	-1	2.0	-5.6	6	-3	-3	-1.8	-14
CCOC(=O)C1=C(C)N(C)C2(C)CC1c1ccccc1O2 (stereo unspecified)	0.0	-3	/	-0.3	0	-1	-2	-0.7	-11
COC(=O)[C@@H](C)NC(=O)c1ccc2oc(CCc3ccccc3)nc2c1	0.3	0	-0.7	0.1	-8	3	9	?	-20
Cc1ccccc1NC(=O)C(C)OC(=O)CCC(=O)c1ccccc1 (stereo unspecified)	/	2	-2.3	i	-4	/	4	0.1	/
COc1ccc2nc(N3CCCC(C(=O)NCCc4ccc(OC)c(OC)c4)C3)sc2c1 (stereo unspecified)	1.4	14	1.3	i	5	3	7	2.9	-3
CC1=C(C(=O)N2CCOCC2)CC(CC(=O)NCCN2CCOCC2)C(=O)N1Cc1ccc(C(C)(C)C)cc1 (stereo unspecified)	/	11	-1.4	i	-4	/	11	-0.4	/
Cc1ccc(C)c(OCCC(=O)OCC(=O)NC2CCCC2)c1	0.2	1	2.9	i	1	/	-9	2.4	-14
O=C(CCCCC(=O)NNC(=O)COc1ccccc1)NNC(=O)COc1ccccc1	-0.5	5	1.2	-0.1	-4	2	3	-2.1	2
COc1ccc(OC)c(NC(=O)c2nnn(CC(=O)Nc3ccc4c(c3)OCO4)c2N)c1	-1.8	3	/	1.7	-1	6	/	1.8	2
CCCCN(C)CCNC(=O)CCn1nc(-c2ccc(C)cc2)ccc1=O	3.5	3	-0.1	-0.5	-8	-3	-9	-1.4	-13
COC(=O)c1ccc(Nc2cc(C)nc3nc(C)nn23)cc1	-2.1	14	1.6	-0.3	-1	4	1	-0.7	-1
O=C(Nc1ccc(NC(=O)C2CC2)nc1)c1ccncc1	-0.3	3	1.3	-0.2	-1	2	6	0.9	1
CC(C)CC(C(=O)O)N1C(=O)[C@@H]2[C@H](C1=O)[C@@H]1C[C@H]2C(Br)C1Br (stereo partly specified)	0.4	-1	2.2	-3.4	2	3	-7	-0.5	-16
COc1cccc(Cn2nnc(C(=O)NCc3ccc4c(c3)OCO4)c2N)c1	-1.0	1	1.1	-5.7	-1	1	7	0.0	10
CCCc1c(C)nc2ccc(OC)cc2c1SCCC(=O)O	-1.6	4	/	i	-1	-4	9	0.1	1
CSc1cccc(NC(=O)C(C)NS(=O)(=O)c2ccc(F)cc2)c1 (stereo unspecified)	-1.2	0	/	-0.5	-2	2	-1	1.6	-4
Clc1ccc(-c2nn3cnnc3s2)c(Cl)c1	2.0	0	/	3.7	6	-3	-2	1.0	-22
CCC(C)(C)NC(=O)/C=C/c1cnc2ccccc2n1	0.7	-5	1.4	-0.3	1	-2	-20	1.8	3
CCC(=O)Nc1ccc(S(=O)(=O)NC[C@H]2O[C@@H](n3cnc4c(=O)[nH]c(N)nc43)[C@H](O)[C@@H]2O)cc1	/	/	0.3	/	-3	/	-3	-0.1	/
c1cncc(CNc2ncnc3sc4c(c23)CCC4)c1	0.3	-10	0.6	i	-1	0	10	-1.0	-5

This is a subset, so the mix of outcomes need not match the whole.
